# RTF Ca sens inh: cardiac RTF calcium sensitivity inhibitors, primary screen, biochemical, IANBD-TnC fluorescence, EC70 calcium; 0.12% of 340,000 active; Troponin I, cardiac muscle (Homo sapiens) + Troponin T, cardiac muscle (Homo sapiens) + …; inhibition, % at 7.15 µM; IANBD-labeled cardiac RTF, Ca2+ fluorescence;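 active means inhibition above the mean inhibition of all tested compounds plus 3 SD, cut at about 17% in these data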;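 further: assay run at fixed EC70 calcium of 1.6 mM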
# CDK5 inh: inhibitors of human CDK5/p35 kinase, primary screen, biochemical, single concentration; Recombinant CDK5/p35, ADP-Glo luminescence, 60 min; inhibition, % at 10 µM; 0.01% of 330,000 active;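 active means highest replicate inhibition of at least 50% and at least 75% of replicates reaching 50%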;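 further: plate controls were DMSO neutral control for no effect and GW8510 at 10 µM for full effect; many of its hits are not listed in these tables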
# Target sequence (Q00535 whole entry, looked up): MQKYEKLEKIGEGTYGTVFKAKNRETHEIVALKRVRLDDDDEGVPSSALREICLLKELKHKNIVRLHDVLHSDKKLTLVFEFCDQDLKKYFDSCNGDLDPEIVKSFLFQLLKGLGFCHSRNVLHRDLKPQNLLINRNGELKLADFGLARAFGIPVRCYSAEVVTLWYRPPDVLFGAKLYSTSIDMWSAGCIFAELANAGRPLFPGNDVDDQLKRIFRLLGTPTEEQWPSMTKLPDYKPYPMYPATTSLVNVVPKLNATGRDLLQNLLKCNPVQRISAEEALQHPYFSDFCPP
# Target sequence (Q15078 whole entry, looked up): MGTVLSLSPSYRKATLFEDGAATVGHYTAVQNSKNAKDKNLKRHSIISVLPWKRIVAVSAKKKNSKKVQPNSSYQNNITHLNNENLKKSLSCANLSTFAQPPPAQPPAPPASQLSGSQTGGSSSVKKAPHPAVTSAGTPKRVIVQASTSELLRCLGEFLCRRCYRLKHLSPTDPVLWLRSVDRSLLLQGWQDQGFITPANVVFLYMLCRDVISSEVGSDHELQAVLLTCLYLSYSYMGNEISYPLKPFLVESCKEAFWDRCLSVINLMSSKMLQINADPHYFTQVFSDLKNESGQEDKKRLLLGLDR
# PvdQ acylase: P. aeruginosa PvdQ acylase inhibitors, primary screen, biochemical, fluorescence, plate reader and imaging, single point | PvdQ acylase [Pseudomonas aeruginosa LESB58] | purified PvdQ acylase | inhibition, % at 10 µM | 0.063% of 340,000 active | AID 488965, 2010; in the data active means inhibition above about 30%, passing the limit was not always enough;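 further: 0% = vehicle neutral wells and 100% = reference inhibitor wells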
# PfHsp90 yeast 2: growth inhibition of PfHsp90-expressing yeast, primary screen, antimalarial PfHsp90 inhibitor project, S. cerevisiae, BacTiter-Glo luminescence, single point, set 2 | BacTiter-Glo ATP, 48 h; yeast lacking PDR1 and PDR3 efflux regulators | inhibition, % at 9.4 µM | 0.32% of 310,000 active;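 active means every replicate shows inhibition above about 80%, whatever the replicate mean, limit read from the data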;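 further: 0% = DMSO neutral controls and 100% = 20 µM radicicol positive controls; yeast relying on Plasmodium falciparum Hsp90 in place of its own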
# C-LANA FP: inhibitors of KSHV C-LANA binding to DNA, primary screen, biochemical, fluorescence polarization, FAM-LBS DNA, MBP-C-LANA, single point; Kaposi's sarcoma herpesvirus LANA C-terminal domain (residues 932-1162) DNA binding; inhibition, % at 9 µM; 0.078% of 340,000 active; AID 504423, 2011;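 active means highest replicate inhibition at or above 60% at 9 µM, even if other replicates fall short; inactive means all replicates below 60% inhibition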;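 further: 0% = neutral control wells and 100% = 4 µM acridine orange control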
# SUMO Mot1 rescue: yeast Mot1-301 growth rescue at high temperature, primary screen, SUMOylation pathway inhibitor project, S. cerevisiae, ATP luminescence, 38.5C; 1% of 320,000 active; growth rescue, % at 18.8 µM; AID 2716, 2010; S. cerevisiae Mot1-301 growth rescue; percent above DMSO median, 100 means doubled;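 active means every valid replicate shows activation above 250% relative to neutral control wells; inactive means the rest, any valid replicate at or below 250%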;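 further: OY570 slx delta 5 strain wells were the positive control but not used for scaling; some compounds called inactive have numbers as strong as hits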
# Rtt109 HAT inh: inhibitors of C. albicans Rtt109/Vps75 HAT, primary screen, biochemical, ThioGlo CoA-SH fluorescence, plate reader; Histone acetyltransferase RTT109 (Candida albicans (strain SC5314 / ATCC MYA-2876)), …; purified Rtt109/Vps75, 4 h; inhibition, % at 34.9 µM; 0.16% of 330,000 active; AID 540336, 2011;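 active means inhibition of at least 50% in every replicate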
# Target sequence (Q5AAJ8 whole entry, looked up): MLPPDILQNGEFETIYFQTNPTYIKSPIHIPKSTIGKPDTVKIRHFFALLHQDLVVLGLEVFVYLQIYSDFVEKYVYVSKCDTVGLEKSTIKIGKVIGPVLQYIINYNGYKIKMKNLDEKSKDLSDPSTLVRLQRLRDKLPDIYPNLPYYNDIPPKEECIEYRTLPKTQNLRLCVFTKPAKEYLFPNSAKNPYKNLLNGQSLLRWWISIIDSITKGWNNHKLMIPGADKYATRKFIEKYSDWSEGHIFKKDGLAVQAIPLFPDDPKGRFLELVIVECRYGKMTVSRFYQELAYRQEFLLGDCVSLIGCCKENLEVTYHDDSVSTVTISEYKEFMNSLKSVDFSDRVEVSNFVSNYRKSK
# Keap1-Nrf2 PPI: Keap1-Nrf2 protein-protein interaction inhibitors, primary screen, biochemical, fluorescence polarization, single point; Keap1 Kelch-Nrf2 peptide fluorescence polarization, 1536-well; inhibition, % at 9.4 µM; 0.15% of 340,000 active; AID 504523, 2011; in the data active means inhibition above about 12%;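 further: human Keap1 Kelch domain with fluorescein labeled Nrf2 9mer peptide probe; 0% = neutral control wells and 100% = peptide positive control; higher means more block of Keap1 binding to Nrf2 peptide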
# dFosB activator: activators of delta FosB homodimer, primary screen, biochemical, fluorescence polarization, TAMRA-CDK5 oligo, single point | purified delta FosB; percent of positive-control signal above neutral wells | activation, % at 25 µM | 0.99% of 340,000 active | AID 493131, 2011;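 active means mean activation above about 17%, with every replicate also reaching it, limit read from the data, passing the limit was not always enough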;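 further: fluorescence polarization rise as delta FosB binds a TAMRA Cdk5 AP-1 oligo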
# RTF Ca sens act: cardiac RTF calcium sensitivity activators, primary screen, biochemical, IANBD-TnC fluorescence, EC20 calcium | Troponin I, cardiac muscle (Homo sapiens) + Troponin T, cardiac muscle (Homo sapiens) + … | IANBD-labeled TnC RTF fluorescence at EC20 calcium; 0% EC20 calcium, 100% full calcium | activation, % at 7.2 µM | 0.24% of 340,000 active;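 active means activation above the mean over all tested compounds plus 3 SD, cut at about 30% in these data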;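 further: rise in fluorescence read as greater calcium sensitivity of cardiac thin filaments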
# NSD2 HMT inh: NSD2 histone methyltransferase inhibitors, primary screen, biochemical, AlphaScreen, single concentration, set 2. Histone-lysine N-methyltransferase NSD2 (Homo sapiens), O96028. 0.54% of 310,000 active. NSD2 peptide methylation, 120 min. inhibition, % at 12.5 µM; in the data active means inhibition above about 50%
# Numbers without * were called inactive; . = no result given. The order is random (roughly 3.2% active in at least one column).
SMILES,RTF Ca sens inh,CDK5 inh,PvdQ acylase,PfHsp90 yeast 2,C-LANA FP,SUMO Mot1 rescue,Rtt109 HAT inh,Keap1-Nrf2 PPI,dFosB activator,RTF Ca sens act,NSD2 HMT inh
COc1ccccc1N1CCN(C(=O)Cn2nc(C(F)(F)F)c3c2CCC3)CC1,-2,1.6,2,3,0.5,-8,-1,-5,3,-8,-2
COc1ccc(-c2nc3c4ccccc4[nH]c(=O)n3n2)cc1,-1,0.1,6,-1,0.1,10,-5,4,-21,3,4
CC(NC(=O)CSC(=S)N(C)C)C12CC3CC(CC(C3)C1)C2 (configuration not stated),-27,-1.5,-9,-10,1.5,.,-4,0,-5,2,-1
O=S1(=O)CCC(N=Nc2c(O)n(Cc3ccccc3)c3ccccc23)C1 (configuration not stated),6,0.8,-4,11,-1.1,-7,6,3,-3,3,4
CCOC(=O)N1CCN(Cc2nc3cc(NC(=O)c4ccco4)ccc3n2C)CC1,-5,0.1,-12,-8,-0.3,13,-4,-6,3,-1,3
COc1ccc(S(=O)(=O)Nc2ccccc2C(=O)NCc2ccco2)cc1,-6,1.4,-13,-9,-0.2,13,14,-3,-7,14,1
O=C(Nc1ccc(Br)cc1)c1cc(-c2ccc3c(c2)OCO3)on1,-8,-2.2,3,3,-1.1,26,1,5,25*,-2,-4
O=c1cc(Nc2ccc3c(c2)OCO3)[nH]c(=O)n1-c1ccc(Br)cc1,-5,0.8,-2,-4,-4.2,9,1,1,-8,-3,.
Cc1ccc(N(C)S(=O)(=O)c2ccc3[nH]cc(C(=O)NCCCN4CCOCC4)c(=O)c3c2)cc1C,0,2.9,-8,-4,1.6,277,-4,2,-9,-5,3
OCC(C#CCN1CCCCC1)NCc1ccccc1 (configuration not stated),-1,0.2,5,13,1.6,-3,-3,0,5,0,0
CC(C)N1C(=O)C(=O)N(CC(=O)N2CCc3ccccc32)C1=O,-3,1.0,-2,12,-2.5,-9,13,5,-11,-1,1
Cc1ccc(S(=O)(=O)N2CCN(C(=O)CCC(=O)Nc3ccc(F)cc3F)CC2)cc1,-2,-0.2,-4,-9,-0.6,30,5,3,-8,0,-2
S=C(NCC1CCCO1)c1ccc(Br)cc1 (configuration not stated),8,-1.3,2,2,-2.4,-14,1,7,-1,-1,-2
CC(=O)OC(C(=O)NC1CCCCC1)c1ccccc1Cl (configuration not stated),-3,0.2,-4,-25,-0.2,25,0,-2,2,-1,-1
COc1ccc2[nH]c(C(=O)O)c(NS(=O)(=O)c3ccc(Cl)s3)c2c1,-2,-3.7,-11,-46,0.0,9,4,-3,1,-4,1
Cc1[nH]c2ccc(F)cc2c(=O)c1SC(F)(F)C(F)C(F)(F)F (configuration not stated),-2,0.8,-8,-27,0.5,-16,-10,4,-2,-2,-3
CCC(C)c1ccc(NC(=O)C2CC3CCC2C3)cc1 (configuration not stated),-1,-3.3,-3,-10,-1.2,4,3,1,-5,6,-3
CCc1ccc(NC(=O)Nc2c(C)n(C)n(-c3ccccc3)c2=O)cc1,-6,-2.3,-7,15,-0.9,-18,-4,0,2,0,8
CC(C)OC(=O)C1C2C=CC3(CN(CC4CCCO4)C(=O)C13)O2 (configuration not stated),-2,-1.1,-3,34,1.1,31,12,1,-8,-4,5
CC(C)C[C@H](NC(=O)c1nc[nH]c1C(=O)N1CCN(c2ccccc2)CC1)C(=O)OC(C)(C)C,0,-2.5,-5,-4,-0.1,2,2,-2,4,-1,.
CC(C(=O)N1CCc2ccccc21)N(C)CC(=O)Nc1cccc(F)c1 (configuration not stated),-25,-0.6,-7,12,-2.3,-10,2,1,-9,2,-4
CC(C(=O)N1CCCC1)N1CCN(c2ccccc2O)CC1 (configuration not stated),-2,-0.3,-5,-6,1.0,-5,-1,-1,-3,2,-7
CCOC(=O)C(=O)Cc1cccnn1,-9,-0.2,-6,.,72*,.,-7,2,-15,-1,24
CCOc1ccc(NC(=O)CN(C)CC(=O)Nc2ccc(F)c(F)c2F)cc1OCC,-5,0.8,-8,-20,-0.7,.,6,-4,-7,3,-5
CN1C[C@@H]2[C@@H]3C(=O)N(Cc4ccccc4)C(=O)[C@@H]3[C@](C)(C1=O)N2C(=O)c1ccccc1,7,-0.8,-11,33,1.8,.,-9,0,0,-1,.
CC(C)C(=O)N1CCN(c2ccccc2NC(=S)NC(=O)Cc2ccccc2)CC1,0,-1.6,-15,-69,-1.3,-13,2,-4,-2,-1,-2
Cc1cccc(CS(=O)(=O)c2ncc(Cl)c(C(=O)NCc3ccccc3)n2)c1,-2,3.2,-9,-2,0.5,70,6,-10,-8,-3,7
O=C(c1ccoc1)N1CCCC(Nc2ccc(F)c(F)c2)C1 (configuration not stated),-12,1.7,-5,4,0.9,12,-1,3,8,0,-1
O=C(NCCCn1ccnc1)c1ccc(-c2cccc(Cl)c2Cl)o1,-3,-4.3,-11,-4,-0.1,-12,0,-6,-27,-1,3
CC(C)=CCN1CCN(Cc2ccoc2)CC1CCO (configuration not stated),-7,1.3,-11,-9,1.5,3,-11,3,9,-4,-1
O=S(=O)(Nc1nnc(C2CCCCC2)s1)c1ccc(F)cc1,-7,0.9,-10,1,-0.5,-5,0,1,-2,-2,0
O=c1c2ccccc2nnn1COc1ccc(Cl)cc1Br,-3,-0.9,7,-18,-3.4,7,2,-2,-1,-3,0
COc1ccc(NC(=O)Cn2c(CCC(=O)O)ccc2-c2ccccc2)cc1,-4,-0.2,-10,9,-1.1,310,-10,-4,-7,-4,2
Cc1ccc(NC(=O)CSc2nc3ccccc3c(=O)[nH]2)cc1[N+](=O)[O-],-9,-0.8,-7,.,-1.6,-16,5,3,-3,-1,1
Cc1ccc(N2C(=O)N3[C@H](c4ccc(Br)cc4)[C@@H]4C(=O)N(C(C)(C)C)C(=O)[C@@H]4[C@]3(C)C2=O)cc1,-7,-0.6,-14,-11,-2.1,4,4,3,-9,2,.
COc1ccc(C(=O)NC2=NCCS2)cc1S(=O)(=O)N1CCCCC1C (configuration not stated),7,-0.2,10,-9,-2.5,-17,-3,-4,-1,0,-1
CCC(C)(C)NC(=O)C(c1ccc(OC)cc1)N(C(=O)CCC(=O)Nc1cc(C)on1)C(C)(C)C (configuration not stated),-2,0.4,-5,28,0.3,-17,-15,2,-15,1,.
COC(=O)c1ccc(-n2c(C)cc(C(=O)CCl)c2C)cc1,2,0.7,12,-71,-2.1,-14,-1,1,-2,-3,4
O=C1CN(C(=O)CNC(=O)c2ccccc2Cl)c2ccccc2N1,-8,-0.1,-10,9,0.6,2,2,1,2,9,0
COc1ccc(NCC(=O)Nc2cc(S(=O)(=O)N3CCOCC3)ccc2N2CCOCC2)c(OC)c1,-8,0.0,-15,-23,-1.4,9,-5,0,-11,1,-2
O=C(CSc1nccc(=O)[nH]1)NCc1ccc(Cl)cc1,-6,3.4,10,8,0.7,-3,27,-5,-3,2,-2
CC(C)(C)NC(=O)CN(C(=O)CCC(=O)Nc1nccs1)c1ccc(F)cc1,-8,0.6,-18,-14,1.1,-8,-3,-7,-6,-1,-1
COc1ccc(CN(C(=O)c2cccs2)c2ccccc2C(=O)O)cc1,4,-4.2,4,36,-0.4,-3,2,-2,-3,5,-2
COc1cc(C2C=C(c3cccs3)Nc3ncnn32)cc(OC)c1OC (configuration not stated),-497,1.2,-1,-23,121*,.,5,88*,-2,386*,.
Cn1c(=O)c(/C(N)=N/OC(=O)c2ccccc2)cn(-c2ccccc2)c1=O,-1,1.4,-6,0,-0.8,6,-1,0,-5,-5,-2
COc1ccc(C[C@@H]2CN3C(=NC[C@@H]3C)N2C[C@H](C)NC(=O)CCC2CCCCC2)cc1,-5,-1.7,0,-5,2.5,3,2,-1,5,-4,.
CCOC(=O)C1=C(CNCc2ccccc2Cl)NC(=O)NC1c1cccc([N+](=O)[O-])c1 (configuration not stated),-9,-5.0,0,8,1.3,14,5,-7,-2,12,3
CCOC(=O)C(C)Oc1ccc(=O)n(-c2ccccc2)n1 (configuration not stated),-3,0.0,-3,-8,0.3,7,7,2,-7,1,1
CN(C)c1ccc(N=Nc2ccc(S(N)(=O)=O)cc2)cc1,-5,0.7,-7,12,-1.9,11,4,3,14,1,2
COC(=O)c1nn(-c2ccc(OC)cc2)c(=O)cc1Oc1ccccc1,12,0.3,-1,12,0.4,.,-1,1,-1,-3,3
O=C(Nc1cccc(NS(=O)(=O)c2ccc(S(=O)(=O)NC3CC3)cc2)c1)c1ccccn1,3,-0.5,-5,5,1.0,-9,22,1,1,1,-2
CN1CCC(=O)N(CCSc2ccc(Br)cc2)CC1,-13,0.2,-2,36,2.7,4,10,5,-5,-5,.
Cc1cc(NC(=O)CSc2ccc3nnc(-c4cccc(F)c4)n3n2)no1,-2,0.8,13,7,-1.4,-1,32,0,-8,0,-2
O=C(Nc1nnc(-c2ccccc2)s1)c1cc(S(=O)(=O)N2CCOCC2)c(Cl)cc1Cl,-6,0.7,1,-4,1.9,18,-1,2,4,-4,-1
O=C(Cn1nnc(-c2ccccc2)n1)NC1CCS(=O)(=O)C1 (configuration not stated),3,0.7,-3,.,0.3,-6,1,1,2,-3,-2
Cc1c(NC(=S)NC(=O)C(c2ccccc2)c2ccccc2)cccc1C(=O)O,3,-0.1,8,8,0.1,244,-11,-5,-1,-1,2
Cc1ccc(CNCc2cc(Cl)ccc2O)cc1,-6,0.1,0,13,-0.6,7,1,-4,0,0,.
CCn1nnnc1SCC(=O)c1ccc(NC(C)=O)cc1,-1,-0.7,-1,0,0.9,-2,-6,-3,3,2,-1

# Assay outcomes as filed in PubChem BioAssay.
